Screens as filed in PubChem.
FBPA coupling cs = coupling enzyme interference in Giardia aldolase counter-screen; coupling enzyme system counterscreen, AmpLite Red fluorescence; activity change, negative = inhibition, % at 58.2 µM, hits read low; 290,000 compounds, 0.67% hits; AID 2472; in the data active = activity change below about -30%; also: % is scaled to controls: 0 for no effect and ±100 for the full control effect
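Fluorescence at 525 nm excitation and 598 nm emission measured inhibition of the coupled detection system without aldolase. Compounds (at 57.5 uM final) were preincubated 10 min at room temperature with coupling enzyme reagent before a 20 min substrate/AmpLite Red step.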
FLuc modulator = inhibits or activates purified firefly luciferase, miR-21 counter-screen. AID 588342. P08659. 360,000 compounds, 6.9% hits. Potency, µM (series often up to 57.5 µM), for the others: at the top dose activity change, negative = inhibition, usual class: inhibitors. purified FLuc, Km substrates, luminescence inhibition;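 also: potency is read from the fitted curve at half-maximal effect; plate controls were vehicle for no effect and reference inhibitor for full effect; nearly all actives have a fitted effect of over 55% in size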
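Purified P. pyralis luciferase, 10 nM final, with Km-level 10 uM D-luciferin and 10 uM ATP in 50 mM Tris acetate pH 7.5, 10 mM Mg acetate, 0.01% Tween-20, 0.05% BSA; 6-point qHTS titration about 60 µM downward; luminescence read.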
KCNH2 3.1 block = blocks the human KCNH2 3.1 channel isoform | U2OS KCNH2 3.1, thallium flux FluxOr; hits give low values | activity change, % (tested at about 1.8 µM) | 340,000 compounds, 0.95% hits | AID 720553;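 active = maximum activity change below -70%; inconclusive = maximum activity change from -70% to -50%; inactive = maximum activity change above -50%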;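 also: thallium influx rate constant from kinetic fluorescence after stimulation buffer; % is scaled to controls: 0 for no effect and ±100 for the full control effect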
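Thallium flux via FluxOr fluorescence (Red40 quencher, 45 min loading) in U2OS cells virally expressing the KCNH2 3.1 isoform (1.77 x 10^8 /mL virus, overnight at 37 C). Rate constants from 2-min kinetic reads post-stimulation, normalised to positive and negative controls.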
NPC1 promoter act = activators of NPC1 promoter. Huh7 NPC1 promoter luciferase reporter, 24 h. 320,000 compounds, 2.4% hits. Potency, µM (top dose mostly 9.22 µM), without a hit: at the highest dose activation, usual class: activators;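 also: potency is read from the fitted curve at half-maximal effect; % of control where 0% means no effect; nearly all actives have a fitted effect of over 60% in size; reporter is driven by a mutant NPC1 promoter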
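Huh7 reporter cells (NPC1 promoter driving luciferase) are dosed with compound for 24 h at 37 °C, 5% CO2; luciferase detection reagent is then added and luminescence measured after 10 min at ambient temperature.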
Gal4-VP16 FLuc = inhibits Gal4-VP16 luciferase reporter, ROR gamma counter-screen; Drosophila S2 Gal4-VP16 UAS-luciferase, luminescence, 20 h; Potency, µM (highest dose often 53.6 µM), without a hit: at the highest dose activity, negative = inhibition, hits mostly inhibitors; 310,000 compounds, 3.5% hits;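 also: Gal4-VP16 expression switched on by copper sulfate through the metallothionein promoter; potency is read from the fitted curve at half-maximal effect; % is scaled to controls: 0 for no effect and ±100 for the full control effect; nearly all actives have a fitted effect of over 50% in size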
Giardia killer = kills Giardia lamblia | Giardia lamblia trophozoite viability | 340,000 compounds, 0.15% hits | activity change, % at 7.66 µM, hits read low; in the data active = activity change below about -80%; inconclusive = between about -30% and that limit;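 also: parasites exposed to compound for two days anaerobically before the ATP read; % is scaled to controls: 0 for no effect and ±100 for the full control effect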
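Each well holds 100 Giardia trophozoites and compound. After two days (48 hrs) at 37 deg C in anaerobic conditions, ATP is quantified by luminescence.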
uPA surface inh = cell surface uPA generation inhibition; cell surface uPA generation assay, qHTS; Potency, µM (series often up to 38.3 µM), for inactives: top-dose activity change, negative = inhibition, most hits filed as inhibitors; 330,000 compounds, 0.31% hits; active = well fitted inhibition curve with a large enough effect; inconclusive = small, poorly fitted or top-dose-only effect; inactive = no such curve, though single readings can be large or run the other way; tested in mouse RAW 264.7 cells; also: potency is read from the fitted curve at half-maximal effect; % is scaled to controls: 0 for no effect and ±100 for the full control effect; nearly all actives have a fitted effect of over 55% in size
ELG1 genotoxic = inducers of genotoxicity in HEK293T ELG1-luciferase cells. HEK293T ELG1-luciferase reporter, luminescence, 16 h. Potency, µM (highest dose often 46 µM), for the others: at the top dose activity change, positive = activation, most hits filed as activators. 330,000 compounds, 1.3% hits. AID 504466; also: potency is read from the fitted curve at half-maximal effect; % of control where 0% means no effect; nearly all actives have a fitted effect of over 60% in size
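Luminescence read-out: rising ELG1-luciferase signal, reflecting elevated ELG1 protein under genetic stress, flags genotoxic compounds. Cells were treated for 16 hr at 37 °C before ONE-Glo detection.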
Tb PFK block = blocks T. brucei phosphofructokinase; T. brucei PFK, ADP-Glo luminescence; Potency, µM (series often up to 57.5 µM), for inactives: at the top dose activity, negative = inhibition, usual class: inhibitors; 330,000 compounds, 0.17% hits; AID 485367; O15648;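 also: potency is read from the fitted curve at half-maximal effect; 0% = uninhibited 1x PFK enzyme wells and -100% = no-enzyme wells; nearly all actives have a fitted effect of over 60% in size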
Target sequence (O15648 whole entry, looked up): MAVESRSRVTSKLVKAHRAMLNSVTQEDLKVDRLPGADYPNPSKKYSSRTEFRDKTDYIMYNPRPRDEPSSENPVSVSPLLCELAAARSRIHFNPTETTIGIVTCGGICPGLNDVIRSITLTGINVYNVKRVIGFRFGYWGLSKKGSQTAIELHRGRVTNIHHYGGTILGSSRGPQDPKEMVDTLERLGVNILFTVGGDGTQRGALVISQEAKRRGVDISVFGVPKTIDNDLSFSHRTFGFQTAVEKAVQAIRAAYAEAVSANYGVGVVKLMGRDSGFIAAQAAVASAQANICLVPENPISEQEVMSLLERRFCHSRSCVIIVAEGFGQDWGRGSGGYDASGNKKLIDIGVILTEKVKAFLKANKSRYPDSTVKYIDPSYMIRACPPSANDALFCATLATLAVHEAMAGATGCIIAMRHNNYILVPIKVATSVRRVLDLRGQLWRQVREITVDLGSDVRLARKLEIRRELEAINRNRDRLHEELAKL
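Compounds were pin-transferred as a titration series up to 57 uM into substrate buffer (0.5 mM F6P, 0.1 mM ATP, pH 8.0), then 1.25 nM PFK was added and reactions ran 45 min before ADP-Glo detection.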
Rab9 promoter act = activators of Rab9 promoter; Potency, µM (doses to about 9.22 µM), inactives show at the highest dose activation, negative = inhibition, most hits filed as activators; 320,000 compounds, 2.8% hits; Huh7 Rab9 promoter-luciferase reporter, luminescence, 24 h; also: potency is read from the fitted curve at half-maximal effect; % of control where 0% means no effect; nearly all actives have a fitted effect of over 60% in size
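Luciferase signal after 10 min detection reagent at ambient indicates Rab9 promoter upregulation; stably transfected Huh7 cells were treated 24 h with compound in DMSO at 37 °C, 5% CO2.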
RORgamma inh = inhibitors of mouse ROR gamma transcriptional activity; P51450; Drosophila S2 Gal4-RORgamma UAS-luciferase reporter, 20 h; Potency, µM (top dose mostly 53.6 µM), without a hit: at the top dose activity change, negative = inhibition, hits mostly inhibitors; 310,000 compounds, 5.4% hits; AID 2551; also: potency is read from the fitted curve at half-maximal effect; % is scaled to controls: 0 for no effect and ±100 for the full control effect; nearly all actives have a fitted effect of over 60% in size
Target sequence (P51450 whole entry, looked up, the tested form may be a part): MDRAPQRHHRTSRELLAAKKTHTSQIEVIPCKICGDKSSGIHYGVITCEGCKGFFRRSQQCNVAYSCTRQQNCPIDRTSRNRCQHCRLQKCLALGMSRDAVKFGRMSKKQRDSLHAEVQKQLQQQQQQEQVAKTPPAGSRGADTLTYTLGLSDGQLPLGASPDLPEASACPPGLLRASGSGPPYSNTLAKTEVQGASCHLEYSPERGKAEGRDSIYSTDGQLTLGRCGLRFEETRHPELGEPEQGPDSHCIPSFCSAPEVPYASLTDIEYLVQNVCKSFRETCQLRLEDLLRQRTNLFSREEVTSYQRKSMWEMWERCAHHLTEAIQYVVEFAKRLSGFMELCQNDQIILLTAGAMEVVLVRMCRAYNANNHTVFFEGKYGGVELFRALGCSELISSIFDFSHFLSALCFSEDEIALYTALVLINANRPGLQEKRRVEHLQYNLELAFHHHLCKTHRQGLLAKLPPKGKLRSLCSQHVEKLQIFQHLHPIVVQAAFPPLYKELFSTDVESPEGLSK
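Luminescence from a UAS-regulated Photinus luciferase reporter in stably transfected Drosophila Schneider cells is measured; decreased signal marks ROR gamma inhibition. Fusion expression is induced by 700 uM copper sulfate for 20 hr.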
* hit, by the source's call; ? = inconclusive; · = not tested or not shown; & = joins results of further samples; [ ] = another dose, or the depositor's remark. Unless noted, calls follow the shape of the dose curve; as a rule, active = well fitted curve in the direction sought with a large enough effect; inconclusive = small, poorly fitted or top-dose-only effect, or another doubt; inactive = no such curve, though single readings can be large; an effect the other way counts as inactive or inconclusive.

nr	SMILES	FBPA coupling cs	FLuc modulator	KCNH2 3.1 block	NPC1 promoter act	Gal4-VP16 FLuc	Giardia killer	uPA surface inh	ELG1 genotoxic	Tb PFK block	Rab9 promoter act	RORgamma inh
1	O=C(OCC(=O)N1CCN(S(=O)(=O)c2ccccc2)CC1)c1ccc([N+](=O)[O-])o1	-7	-1%	7	0%	4%	-2	-4%	-3%	1%	-6%	-16%
2	O=C(COC(=O)CCc1nc2ccccc2s1)Nc1nc(-c2ccccc2)cs1	-2	2%	26	14%	13%	-5	0%	?	-4%	21%	8%
3	Cc1noc(C)c1C(=O)N1CCC(C(=O)c2ccccc2)CC1	1	1%	19	2%	-12%	0	0%	-1%	0%	-1%	-8%
4	Cc1cccc(C(=O)OC(C)CN2CCCC2)c1 (stereo unspecified)	1	-1%	6	-1%	·	-19	3%	3%	1%	-3%	·
5	O=C(CSc1n[nH]c(-c2ccccc2)n1)NCc1cccc(C(=O)O)c1	2	?	2	-4%	-2%	-21	-2%	0%	1%	-1%	-5%
6	CS/C(=C\[N+](=O)[O-])Nc1ccc(Cl)cc1	4	0%	-29	-2%	23%	0	-7%	10%	0%	-2%	-1%
7	Cc1cccc(C)c1NC(=O)CS(=O)CC(=O)NC1CCCc2ccccc21 (stereo unspecified)	1	-1%	9	-3%	-3%	1	4%	0%	0%	-4%	-31%
8	COc1ccccc1CNC(=O)C1COc2ccccc2O1 (stereo unspecified)	-1	?	5	15%	-2%[0.365 µM]	-8	-2%	18µM*	2%	-6%	19%
9	CN1CCC(N(C)C(=O)c2cc(S(=O)(=O)N3CCOCC3)ccc2Cl)CC1	·	·	13	·	·	-22	2%	1%	1%	·	·
10	COCCSc1ccccc1C(=O)NCc1cccnc1	1	-2%	30	0%	2%	14	2%	3%	-16%	-5%	26%
11	COc1ccc(-n2c(=S)[nH]c3cc(C(=O)N(C)Cc4ccccc4)ccc3c2=O)cc1	-2	3%	-14	-6%	?	-2	6%	-1%	-1%	0%	7.9µM*
12	CCCCNC(=O)C1CC(=O)N(C2CCCCC2)C1 (stereo unspecified)	3	-2%	-22	1%	-4%	-3	9%	-1%	0%	0%	27%
13	CCOC(=O)COc1c(-c2ccc(OC)cc2)oc2ccccc2c1=O	0	-10%	-12	-3%	-2%	-5	0%	1%	2%	-7%	7%
14	COc1ccc(CN2CCNC(=O)C2CC(=O)NCc2cc(C)n(C)n2)c(F)c1 (stereo unspecified)	-8	2%	11	1%	22%	10	2%	-1%	4%	3%	17%
15	c1ccc(-c2ccc(CN3C[C@@H]4C(c5ccccc5)C5(c6cccnc6)CC4(C5)[C@H]3c3ccccc3)cc2)cc1 (stereo partly specified)	1&2	2%	-26	-4%	2%&-13%	-10	14%	-2%	-10%	-10%	-12%&-21%
16	OCCC1CN(CCCn2cccn2)CCN1Cc1ccccc1 (stereo unspecified)	2	-3%	-1	0%	1%	-16	1%	2%	-1%	-4%	-12%
17	O=C(CC1C(=O)NCCN1C(=O)Nc1ccc(Cl)cc1)Nc1ccc(F)cc1 (stereo unspecified)	1	15%	14	-2%	-6%	11	5%	9%	1%	-2%	31%
18	Cc1ccc(S(=O)(=O)N2CCN(C(=O)COC(=O)c3ccc(C(C)(C)C)cc3)CC2)c(C)c1	1	2%	0	-1%	?	6	2%	1%	-2%	-1%	17%
19	Cc1c(CCC(=O)N2CCC[C@H]2C(=O)O)c(=O)oc2cc3oc4c(c3cc12)CCCC4	0	12µM*	1	19%	?	1	-8%	?	6%	-4%	1.3µM*
20	Cn1c(CNC(=O)c2ccccc2F)nnc1SCC(=O)N1CCN(c2ccccc2)CC1	4	1%	-12	-1%	-5%	1	-7%	4%	0%	-2%	22%
21	CC1=CSC2=NC(=O)/C(=C\c3cccn3-c3ccccc3)C(=N)N12	1	2%	7	2%	7%	-13	-2%	-7%	0%	-1%	-4%
22	Cc1ccc(Nc2nc(C(=O)N3CCC(C(=O)NCCN4CCOCC4)CC3)cs2)cc1	-6	-15%	1	2%	-12%	2	1%	4%	0%	-3%	-40%
23	CN(C)S(=O)(=O)c1ccc(C(=O)N2CCOCC2)cc1	1	11%	·	0%	3%	-1	-1%	2%	-7%	2%	-38%
24	COc1ccc(C(=O)NC2CC3CCCC(C2)N3CC(C)C)cc1OC (stereo unspecified)	4	-3%	1	-2%	-14%	-15	0%	3%	-11%	15%	2%
25	Cc1cccc(NC(=O)NNC(=O)c2nn(C)cc2Br)c1	1	0%	-3	1%	-11%	9	2%	1%	-1%	-3%	35%
26	COc1ccc(N2CCN(C(=O)C3CCN(C(=O)c4cccc(Cl)c4)CC3)CC2)cc1	0	-1%	-7	-1%	-6%	-4	-2%	-9%	1%	-2%	?
27	COc1ccc(-n2c(N)c(C(=O)NCc3ccco3)sc2=S)cc1	-11	-2%	-3	-1%	7%	2	4%	?	-7%	4.5µM*	-3%
28	O=C(NNC(=S)NC(=O)c1cccs1)c1ccc(O)cc1	·	-7%	2	1%	11µM*	12	-18%	0%	2%	-6%	7.9µM*
29	Cc1nnc(SCC(=O)Nc2ccc3c(c2)OCCO3)s1	-2	?	11	5%	0%	-3	·	2%	9%	0%	3%
30	CN(CC(=O)Nc1cccc(F)c1)C(=O)Cn1c(=O)cnc2ccccc21	·	9%	5	-8%	·	13	7%	1%	-1%	-4%	·

RORgamma inh, entries above that show a hit.
No.	Structure	NPC1 promoter act	uPA surface inh	Tb PFK block	Rab9 promoter act	RORgamma inh
11	COc1ccc(-n2c(=S)[nH]c3cc(C(=O)N(C)Cc4ccccc4)ccc3c2=O)cc1	-6%	6%	-1%	0%	7.9µM*
19	Cc1c(CCC(=O)N2CCC[C@H]2C(=O)O)c(=O)oc2cc3oc4c(c3cc12)CCCC4	19%	-8%	6%	-4%	1.3µM*
28	O=C(NNC(=S)NC(=O)c1cccs1)c1ccc(O)cc1	1%	-18%	2%	-6%	7.9µM*

The results go on.
nr	SMILES	FBPA coupling cs	FLuc modulator	KCNH2 3.1 block	NPC1 promoter act	Gal4-VP16 FLuc	Giardia killer	uPA surface inh	ELG1 genotoxic	Tb PFK block	Rab9 promoter act	RORgamma inh
31	CCOc1ccc(S(=O)(=O)Nc2cccc(C(=O)NCC(c3ccc(OC)cc3)N3CCOCC3)c2)cc1 (stereo unspecified)	·	3%	-1	2%	3%	-15	-1%	-1%	1%	-1%	?
32	O=C(Nc1ccc(Cl)cc1Cl)c1csc(-c2cccnc2)n1	3	?	-4	2.8µM*	4%	-11	7%	13%	0%	?	0%
33	Cc1ccccc1-n1nc2c(c1NC(=O)c1cc3ccccc3o1)CS(=O)(=O)C2	·	-1%	-7	0%	·	7	-3%	0%	-2%	1%	·
34	CCOc1cccc(C(=O)NC(=S)Nc2ccccc2)c1	3	6.7µM*	1	?	?	-3	0%	?	11%	?	4.5µM*
35	Cc1ccc(C)c(SCC(=O)c2ccc[nH]2)c1	-7	-16%	21	13%	-2%	15	8%	6%	-7%	2%	-8%
36	O=C(CN(Cc1ccccc1)C(=O)c1ccco1)NCc1ccc(F)cc1	1	3%	-8	-4%	3%	-11	1%	-2%	0%	-6%	24%
37	CCc1ccc(CN(C)C(=O)c2cccc(S(=O)(=O)Nc3ccccc3OC)c2)cc1	·	1%	-1	4%	·	-21	-2%	-6%	1%	-1%	·
38	CN(CC(=O)NC1CCCc2ccccc21)S(=O)(=O)c1cccs1 (stereo unspecified)	0	4%	15	4%	?	21	0%	-1%	4%	-2%	1%
39	CCCn1c2c(c(O)c(C(=O)Nc3nc(C)cs3)c1=O)CCCC2	2	0%	·	-2%	-6%	·	·	3%	2%	-2%	2%[10 µM]

Two entries picked at random from those above, as already listed:
nr	SMILES	FBPA coupling cs	FLuc modulator	KCNH2 3.1 block	NPC1 promoter act	Gal4-VP16 FLuc	Giardia killer	uPA surface inh	ELG1 genotoxic	Tb PFK block	Rab9 promoter act	RORgamma inh
38	CN(CC(=O)NC1CCCc2ccccc21)S(=O)(=O)c1cccs1 (stereo unspecified)	0	4%	15	4%	?	21	0%	-1%	4%	-2%	1%
33	Cc1ccccc1-n1nc2c(c1NC(=O)c1cc3ccccc3o1)CS(=O)(=O)C2	·	-1%	-7	0%	·	7	-3%	0%	-2%	1%	·
